# Bioassay records (PubChem)
# MEX-5 binding – C. elegans MEX-5 TCR-2 RNA binding activity; Q9XUB2; MEX-5/FITC-TCR2 RNA binding, fluorescence polarization; hits give low values; activity score (negative = inhibition of binding), % at 10 µM; 0.38% of 300,000 active; AID 1832;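 active means inhibition past about -25% in most replicates, and total fluorescence under double the plate's negative control median, limit read from the data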;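 further: 0% = DMSO and -100% = 5 µM competing unlabeled TCR2 RNA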
# GLD-1 TGE inh – GLD-1-TGE RNA interaction inhibition (C. elegans) | inhibition, % at 5.96 µM | 0.44% of 320,000 active | purified GLD-1 + fluorescein TGE RNA, fluorescence polarization | AID 2280;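 active means percent inhibition above a per-plate cutoff, the plate mean of test compounds plus 3 SD, cut at about 30% in these data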;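 further: 0% = DMSO wells with GLD-1 and probe and 100% = wells lacking GLD-1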
# Target sequence (Q17339 whole entry, looked up): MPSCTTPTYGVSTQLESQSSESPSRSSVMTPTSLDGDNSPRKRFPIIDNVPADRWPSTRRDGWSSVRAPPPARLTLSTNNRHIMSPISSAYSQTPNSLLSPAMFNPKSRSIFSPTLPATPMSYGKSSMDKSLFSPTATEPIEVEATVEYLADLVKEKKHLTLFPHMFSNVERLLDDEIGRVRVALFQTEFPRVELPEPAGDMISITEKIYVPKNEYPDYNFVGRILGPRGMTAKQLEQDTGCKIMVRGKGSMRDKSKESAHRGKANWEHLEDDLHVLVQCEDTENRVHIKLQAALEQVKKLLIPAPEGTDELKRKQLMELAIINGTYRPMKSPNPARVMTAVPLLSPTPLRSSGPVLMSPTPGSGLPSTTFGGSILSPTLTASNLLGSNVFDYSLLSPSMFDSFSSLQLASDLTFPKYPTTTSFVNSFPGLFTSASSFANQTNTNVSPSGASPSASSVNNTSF
# AGP1-GFP MLPCN – yeast TOR pathway AGP1-GFP modulation; S. cerevisiae AGP1-GFP multiplex flow cytometry, 3 h; GFP as percent of DMSO wells; GFP response vs DMSO, % at 10 µM; AID 2066; 0.02% of 320,000 active;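 active means GFP response relative to DMSO above a set limit, near screen average plus 3 SD, cut at about 150% in these data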;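 further: median GFP channel fluorescence of the gated AGP1 strain per well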
# BCLXL inh – inhibitors of human Bcl-xL; GST-Bcl-xL / FITC-Bim BH3 peptide fluorescence polarization; 0.7% of 320,000 active; inhibition, % at 10.9 µM; Q07817;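 active means inhibition above the mean of all tested compounds plus 3 SD, cutoff set per campaign, cut at about 30% in these data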;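 further: 0% = DMSO wells and 100% = unlabeled Bim-BH3 peptide competitor; inhibitors lower millipolarization by displacing the labeled peptide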
# Target sequence (Q07817 whole entry, looked up): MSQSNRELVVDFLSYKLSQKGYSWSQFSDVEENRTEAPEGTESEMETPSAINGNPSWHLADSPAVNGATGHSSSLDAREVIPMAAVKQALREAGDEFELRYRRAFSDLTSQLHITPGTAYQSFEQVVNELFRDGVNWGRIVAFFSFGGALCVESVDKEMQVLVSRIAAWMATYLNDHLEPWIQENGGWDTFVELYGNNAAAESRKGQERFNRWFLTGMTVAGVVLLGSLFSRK
# VLA-4 inh – inhibition in a human VLA-4 binding assay. AID 2557. 0.2% of 330,000 active. P13612. inhibition, % (about 7 µM as worked out from the volumes in the protocol). VLA-4 expressing cells, ligand binding flow cytometry; in the data active means inhibition above about 50%
# CIT2-GFP yeast – yeast TOR pathway CIT2-GFP modulation. S. cerevisiae CIT2-GFP strain, flow cytometry, 3 h; 100 means same as DMSO wells. GFP response vs DMSO, % at 10 µM. AID 2029. 0.065% of 320,000 active;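 active means GFP response relative to DMSO above a set limit, near the screen mean plus 3 SD, cut at about 150% in these data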;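 further: ratio of well median GFP fluorescence to mean of DMSO wells on the plate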
# GRK2 aptamer HTS – blocks RNA aptamer binding to human GRK2 | P25098 | 0.59% of 330,000 active | bead flow cytometry, FAM-aptamer displacement from GRK2 | inhibition of aptamer binding, % at 10 µM | AID 488847;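 active means inhibition of aptamer binding above 40%, roughly 3 SD of noise, on plates passing a quality check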;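 further: median bead fluorescence of bound FAM aptamer so fluorescent compounds give negative values; no value below 0 was filed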
# MCL1-BIM inh – MCL1-BIM-BH3 interaction inhibition (human); Q07820; inhibition, % at 10.9 µM; AID 2057; 0.68% of 320,000 active; GST-MCL1 / FITC-Bim-BH3 fluorescence polarization;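 active means inhibition above the mean inhibition of all tested compounds plus 3 SD, set per campaign, cut at about 40% in these data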;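 further: 0% = DMSO wells and 100% = unlabeled Bim-BH3 peptide control; higher means more loss of mP so more displacement of Bim peptide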
# Target sequence (Q07820 whole entry, looked up): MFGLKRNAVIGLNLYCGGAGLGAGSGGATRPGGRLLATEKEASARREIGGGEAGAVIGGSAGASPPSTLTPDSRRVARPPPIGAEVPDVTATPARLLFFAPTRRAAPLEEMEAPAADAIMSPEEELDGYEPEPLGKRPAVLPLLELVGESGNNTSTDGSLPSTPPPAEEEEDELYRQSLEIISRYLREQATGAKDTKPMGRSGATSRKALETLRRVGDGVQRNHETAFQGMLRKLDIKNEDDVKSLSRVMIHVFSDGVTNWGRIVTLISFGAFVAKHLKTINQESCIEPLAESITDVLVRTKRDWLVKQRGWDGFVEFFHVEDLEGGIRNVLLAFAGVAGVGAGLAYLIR
# CR mimetic SO – lowers age-related superoxide in aged yeast cells | S. cerevisiae aged cells, superoxide DHE fluorescence; hits give low values | superoxide response (% of plate mean), % at 10 µM | 0.18% of 330,000 active;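 active means superoxide response under a set limit, about three screen SD below normal, cut at about 65% in these data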;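 further: yeast aged for seven days with compound at 30 °C before DHE staining; 100% = average MFI of all compound-treated wells on the plate with controls excluded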
# Active calls of the source: *; x = no result given.
SMILES,MEX-5 binding,GLD-1 TGE inh,AGP1-GFP MLPCN,BCLXL inh,VLA-4 inh,CIT2-GFP yeast,GRK2 aptamer HTS,MCL1-BIM inh,CR mimetic SO
N/C(=N\OC(=O)CN1C(=O)c2ccccc2C1=O)c1ccc(Cl)cc1,-1.3,2,104,3,-31,93,1,8,102
CCn1c(SCC(=O)NC(C)(C)C)nnc1-c1ccoc1C,2.1,6,102,4,12,100,0,1,100
O=C(COc1cccc2cccnc12)N/N=C/c1ccc(O)cc1,3.3,6,101,1,1,120,1,11,104
Cc1cc(SCC(=O)NCCN2C(=O)CSC2=O)nc2c(C)cccc12,2.8,4,105,-3,-14,101,0,-10,101
CC(=O)NC(CC(=O)Nc1ccc(S(=O)(=O)N2CCCCC2)cc1)c1ccccc1 (centres undefined),-2.6,2,103,5,5,101,9,-1,97
COc1ccc(CN(C)C(=O)c2ccc(NC(=O)CC3SC(N4CCCC4)=NC3=O)cc2)c(OC)c1 (centres undefined),-1.9,0,113,6,6,105,54*,0,103
CCc1ccc(CNC(=O)CCc2nnc(Cc3cccc(C(F)(F)F)c3)o2)nc1,2.5,6,102,-1,-4,104,2,9,103
Cc1cc(-n2c(C)cc(C(=O)COc3cc(F)ccc3[N+](=O)[O-])c2C)no1,x,7,107,-8,-3,103,0,-14,98
O=C(NNc1ccc([N+](=O)[O-])cc1)Nc1ccccc1,0.2,3,106,3,9,111,1,6,96
Cn1cc(S(=O)(=O)N2CCOCC2)cc1C(=O)NCCc1ccccc1,2.1,1,97,-2,23,97,6,0,102
CCCN1CCc2c(sc(NC(=O)c3ccc(S(=O)(=O)N4CCCC4)cc3)c2C(N)=O)C1,-1.8,-61,105,-41,-133,98,0,-71,106
CC(C)c1ccc(C(=O)Nc2ccc(N3CCOCC3)cc2)cc1,0.3,4,101,7,25,100,1,5,95
COc1cccc(CN(C)C(=O)Cc2c[nH]c3ccccc23)c1OC,-0.4,-5,102,7,2,99,0,5,92
COc1ccccc1Cc1nc2ccccc2n1S(=O)(=O)c1ccc(Cl)cc1,0.1,-4,100,5,-13,99,1,0,101
CC(=O)N1CCc2cc(S(=O)(=O)CCC(=O)NCc3ccco3)ccc21,0.2,0,106,1,1,102,0,5,91
COc1ccc(S(=O)(=O)NCC(c2ccc(C)cc2)N2CCN(C)CC2)cc1OC (centres undefined),-0.3,-10,95,1,2,81,0,4,98
O=C(O)CCCCCNCc1ccncc1,-0.9,0,113,6,-4,108,2,8,97
COc1cc(/C=C2/C(=N)N3OC(C)=CC3=NC2=O)ccc1OCCOc1ccc(C)cc1,-2.1,-3,97,0,8,105,0,-5,101
O=C1OC2(c3ccccc31)c1cc(I)c(O)c(I)c1Oc1c2cc(I)c(O)c1I,x,51*,90,88*,-24,169*,76*,87*,104
c1ccc(C2=Nc3cccc4cccc(c34)N2)cc1,0.5,6,90,13,10,89,1,10,104
Cc1ccc2nc(NC(=O)c3ccc(Cl)s3)sc2c1,-0.1,0,104,-2,41,99,0,-5,100
COc1ccc(C(CNC(=O)c2ccc(S(=O)(=O)Nc3ccc(F)cc3)cc2)N(C)C)cc1 (centres undefined),1.4,0,102,6,1,105,0,13,99
C=CCc1ccc(O)c(-c2ccc(O)c(CC=C)c2)c1,-2.9,8,94,0,18,102,0,-4,88
COc1ccc(-c2nnc(SCC(=O)NCc3cccs3)n2C)cc1,-1.1,6,103,0,-4,96,0,-2,105
O=C(CSc1nc2c(c(=O)n1-c1ccc(Cl)cc1)SCC2)Nc1nccs1,x,6,92,5,15,100,2,-3,109
O=C(O)c1cccc(N2C(=O)c3cc4cccc(Br)c4cc3C2=O)c1,1.0,-2,102,2,1,100,6,4,106
CC(=O)c1cccc(NC(=O)/C(=C/c2ccncc2)NC(=O)c2ccccc2)c1,0.0,-7,96,3,-2,95,5,4,106
COCCCC1CCN(C(=O)C2CCC(=O)N(Cc3cccc(F)c3)C2)CC1 (centres undefined),1.6,-1,92,1,4,97,0,-4,97
Cc1sc2nc(CN(C(=O)NC3CCCCC3)C3CCCCC3)[nH]c(=O)c2c1C,0.9,-2,90,-3,9,101,0,2,107
CCOCCN(C=O)c1cccc(OC)c1,0.1,5,110,9,9,113,0,0,89
CCCN(CC(=O)Nc1ccccc1C)C(=O)C1CCN(S(=O)(=O)c2cccc(C(F)(F)F)c2)CC1,1.5,-3,100,-2,17,105,0,-1,96
CNC(=S)N1N=C(c2ccc(C)cc2)CC1c1ccc(Br)cc1 (centres undefined),-0.9,1,99,7,8,112,0,9,115
O=C(Cn1cncn1)N/N=C/c1ccccc1Cl,0.8,-4,106,4,7,103,0,-1,98
COc1cccc(CCC(=O)O)c1OC,2.4,8,96,9,-12,105,1,0,97
CN1CCN(C(=S)c2cn(Cc3ccc(F)cc3)c3ccccc23)CC1,-1.7,4,108,6,-15,107,0,7,98
COc1cc2c(cc1OC)-c1nnc(C)n1C(C)(C)C2,0.4,-5,104,-1,5,99,5,-3,103
Cn1c(SCC(=O)c2ccc(O)c(O)c2)nnc1-c1ccccc1,-5.8,x,101,x,5,106,1,x,95
Cc1nn(-c2ccccc2)c(C)c1C(=O)OCC(=O)Nc1ccc2c(c1)OCO2,0.2,9,102,0,20,102,2,-13,96
COc1cc(/C=N/NC(=O)c2cn(-c3cccc(C)n3)cn2)ccc1O,-1.1,-1,102,4,1,125,5,7,81
CCOC(=O)[C@@H]1[C@H]2COc3cc(OC)ccc3[C@@H]2N2C(=O)N(c3cccc(Cl)c3)C(=O)[C@@]12C,0.7,2,85,-5,-101,82,0,2,104
N#C/C(=C/c1cn(CC(=O)O)c2ccccc12)c1ccc(F)cc1,-1.1,3,99,-4,16,110,4,-3,103
CCCCN(C(=O)c1ccc(C)o1)c1c(N)n(CC(C)C)c(=O)[nH]c1=O,x,5,104,0,-9,101,0,0,82
CCN(C(=O)COC(=O)c1cc(-c2ccccc2)nc2c1c(C)nn2-c1ccc(C)cc1)C1CCS(=O)(=O)C1 (centres undefined),0.9,1,97,4,23,104,0,7,85
O=C1CC(N2CCOCC2)C(=O)N1CCc1ccccc1 (centres undefined),1.2,10,101,8,-1,106,2,9,108
CC(C)(Oc1ccc(Cl)cc1)C(=O)Nc1cccnc1,1.3,-1,99,5,7,104,1,5,97
Cc1cccc(OCc2nc(C#N)c(N3CC(C)CC(C)C3)o2)c1 (centres undefined),0.6,10,103,0,11,101,2,-3,98
COc1ccccc1OCC(=O)NCCC1=CCCCC1,4.4,5,76,1,10,75,0,-5,113
Brc1ccccc1-c1nc(-c2ccccc2)no1,-1.9,3,100,2,2,97,1,3,109
CO/N=C/C(c1ncc(C(F)(F)F)cc1Cl)S(=O)(=O)c1ccccc1 (centres undefined),-0.8,-2,111,2,6,135,1,-4,110
COc1ccc(CN2C(=O)NC3(CCCC3)C2=O)cc1F,1.4,0,101,-3,1,95,4,-2,94
O=C1CCC/C=C/C[C@H](CC(=O)N(CCO)Cc2ccccc2)C(=O)N[C@@H](Cc2ccccc2)CO1,x,5,97,x,-2,90,0,x,90
O=C(CN1C(=O)NC2(CCCCCC2)C1=O)N1CCCCC1,x,5,100,3,6,95,2,6,120
CCOc1ccc(-n2c(=O)[nH]c3sc4c(c3c2=O)CCCC4)cc1,0.9,1,106,6,-2,101,4,3,99
Cc1ccc([C@@H]2[C@@H]3C(=O)N(C)C(=O)[C@@H]3[C@@H]3C(=O)Nc4ccccc4C(=O)N23)cc1,-4.9,1,82,10,11,81,1,8,112
C/C(=N\NC(=O)Cc1c(F)cccc1Cl)c1cccnc1,0.6,x,87,x,4,87,0,x,102
CCOc1ccc(C2C3=C(Nc4nc(N)[nH]c(=O)c42)c2ccccc2C3=O)cc1 (centres undefined),-12,9,104,12,-7,113,1,-1,78
CCOc1cc2c(cc1OCC)C(c1ccccc1)N(c1ccc(C(=O)O)cc1)C(=O)C2 (centres undefined),-0.4,2,98,3,4,101,0,7,107
Cc1cc(-c2ccc(Cl)cc2)n2ncnc2n1,0.3,7,104,6,-1,97,2,-1,102
CC(=O)Nc1ccc(C(=O)NCC2(N3CCCCC3)CCCCC2)cc1,-0.3,7,88,-14,0,99,0,-22,99
O=C(COc1ccc(Cl)cc1)OCC(=O)c1ccc[nH]1,x,-2,106,0,3,105,0,-2,118

# Random excerpt: 4 records from the list, in no set order.
SMILES,MEX-5 binding,GLD-1 TGE inh,AGP1-GFP MLPCN,BCLXL inh,VLA-4 inh,CIT2-GFP yeast,GRK2 aptamer HTS,MCL1-BIM inh,CR mimetic SO
CC(=O)Nc1ccc(C(=O)NCC2(N3CCCCC3)CCCCC2)cc1,-0.3,7,88,-14,0,99,0,-22,99
CC(C)(Oc1ccc(Cl)cc1)C(=O)Nc1cccnc1,1.3,-1,99,5,7,104,1,5,97
Cc1ccc([C@@H]2[C@@H]3C(=O)N(C)C(=O)[C@@H]3[C@@H]3C(=O)Nc4ccccc4C(=O)N23)cc1,-4.9,1,82,10,11,81,1,8,112
COc1ccc(CN2C(=O)NC3(CCCC3)C2=O)cc1F,1.4,0,101,-3,1,95,4,-2,94

# New compounds follow:
SMILES,MEX-5 binding,GLD-1 TGE inh,AGP1-GFP MLPCN,BCLXL inh,VLA-4 inh,CIT2-GFP yeast,GRK2 aptamer HTS,MCL1-BIM inh,CR mimetic SO
CC1CC(C)CN(C(=O)Cn2c(=O)n(CCCC(=O)NCc3ccco3)c(=O)c3sccc32)C1 (centres undefined),3.5,8,88,2,0,105,0,8,98
CCOc1cc(/C=N/Nc2nc(Nc3ccccc3)nc(N3CCCCC3)n2)ccc1OCC(=O)O,0.8,4,101,0,2,101,2,-1,102
O=C(NCC1CCCO1)c1ccccc1-c1nc(-c2ccccc2Cl)no1 (centres undefined),-1.9,5,92,4,11,77,x,-10,82
Cc1nc(CNS(=O)(=O)c2cccc(F)c2)cs1,-1.9,8,108,6,25,104,1,3,94
Cc1cc(N2CCOCC2)c2c(N)c(C)cc(C)c2n1,x,-1,51,7,-11,149,0,-1,106
COc1cc(CCNC(=O)c2ccccc2NC(=O)C2=C(C)OCCS2)cc(OC)c1OC,-1.8,2,101,2,5,101,0,3,115
O=C(NCCOc1ccccc1)c1cc(C(=O)NCCOc2ccccc2)cc([N+](=O)[O-])c1,-0.7,0,107,3,-377,107,0,5,111
Cc1c(NC(=O)COC(=O)C2=COCCO2)cccc1[N+](=O)[O-],2.6,9,99,-4,-23,101,2,-1,107
Cc1cc(NC(=O)c2ccccc2F)ncc1NC(=O)c1cccs1,-1.8,3,105,-7,4,107,3,13,87
C[C@@H](C(=O)Nc1cccnc1)n1c(=O)[nH]c2ccccc2c1=O,1.8,-1,103,3,2,102,0,1,109
COCCCNCCOCCOc1c(OC)cccc1OC,1.9,-7,95,5,-8,97,0,-2,103
CCCc1nn(C)c(C(N)=O)c1[N+](=O)[O-],3.1,-2,119,6,16,105,9,-5,93
CN(C)NC(=S)Nc1ccc(S(=O)(=O)N2CCCCC2)cc1,0.5,2,66,3,0,87,2,-4,115
COc1ccc(/C=C2/CCc3ccccc3C2=O)cc1OC,-3.1,11,81,8,2,102,0,9,87
O=C(CCCO)NNc1c2ccccc2nc2ccccc12,-0.6,3,112,7,7,106,3,3,97
CC(C)OC(=O)C1Cc2ccccc2CN1S(=O)(=O)c1cccs1 (centres undefined),0.4,8,91,1,0,88,0,-1,109
CCOC(=O)C1CCCN(CC(=O)/C=C2/N(C)c3ccccc3C2(C)C)C1 (centres undefined),4.0,-9,113,-12,-30,110,0,-20,95
O=C(NCc1ccc(F)cc1)N1CCN(C(=O)c2ccccc2)CC1,x,-6,109,2,0,104,0,7,96
